From PubChem BioAssay
PfHsp40 yeast = rescue of yeast from PfHsp40 toxicity, primary screen, S. cerevisiae, ATP luminescence; S. cerevisiae expressing PfHsp40, growth rescue; AID 504582, 2011; hit rate 0.68% among 340,000; growth rescue, % at 12.5 µM; in the data active means growth rescue above about 28%, passing the limit was not always enough; inconclusive means no clear call, values can overlap the other calls;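 further: yeast W303a lacking pdr1 and pdr3 grown in galactose medium; growth measured after three days at 30 °C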
Mtb UGM inh = M. tuberculosis UGM enzyme inhibitors, primary screen, biochemical, fluorescence polarization, single point; purified UGM, fluorescence polarization probe displacement; inhibition, % at 10 µM; hit rate 0.06% among 320,000; in the data active means inhibition above about 10%, passing the limit was not always enough; inconclusive means no clear call, values can overlap the other calls
Target sequence (P9WIQ1 whole entry, looked up): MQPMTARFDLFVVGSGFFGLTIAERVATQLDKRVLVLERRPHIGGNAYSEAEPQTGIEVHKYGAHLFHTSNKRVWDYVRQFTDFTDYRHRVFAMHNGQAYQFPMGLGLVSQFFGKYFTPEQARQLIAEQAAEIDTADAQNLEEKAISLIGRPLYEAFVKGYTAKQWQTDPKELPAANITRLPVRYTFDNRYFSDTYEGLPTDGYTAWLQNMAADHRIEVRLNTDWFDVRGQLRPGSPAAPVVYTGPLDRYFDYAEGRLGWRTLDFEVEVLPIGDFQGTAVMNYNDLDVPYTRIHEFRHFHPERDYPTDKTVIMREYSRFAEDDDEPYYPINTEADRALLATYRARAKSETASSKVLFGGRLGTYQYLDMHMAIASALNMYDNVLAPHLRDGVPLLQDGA
BH1578 lux ind = inducers of Vibrio cholerae quorum light production without autoinducers, primary screen, BH1578 luxS cqsA deficient, single point; AID 588436, 2011; V. cholerae BH1578 lux reporter, luminescence, 6 h; hit rate 0.16% among 350,000; activation, % at 18.7 µM; in the data active means activation mostly above about 9.7%, no sharp cut-off; inconclusive means no clear call, values can overlap the other calls; inactive means mostly below about 3.7%; further: not every result past the cut was called active; inactives centre near 0; reference of the scale not given here
FadD28 binding = inhibitors of FadD28 bisubstrate probe binding, primary screen, biochemical, fluorescence polarization, single point; Mycobacterium tuberculosis FadD28 fatty-acid-AMP ligase; inhibition, % at 12.5 µM; hit rate 0.22% among 360,000; AID 588549, 2011; in the data active means inhibition above about 8.5%, passing the limit was not always enough; inconclusive means no clear call, values can overlap the other calls
TcdB GH inh = TcdB glycohydrolase inhibitors, primary screen, biochemical, single point, plate reader; TcdB glycohydrolase enzymatic assay; Toxin B (Clostridioides difficile), P18177; inhibition, % at 9.99 µM; AID 652162, 2013; hit rate 0.24% among 350,000; in the data active means inhibition above about 10%
GDH-TPI inh = GDH-TPI coupling enzyme inhibitors, primary screen, artefact control for M. tuberculosis FBA inhibitor project, biochemical, absorbance, full deck | AID 588335, 2011 | GDH-TPI coupled enzyme counterscreen, NADH absorbance | inhibition, % at 4.8 µM | hit rate 1.2% among 360,000; in the data active means inhibition above about 30%;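 further: 0% = DMSO wells and 100% = wells lacking the enzyme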
Mtb BioA inh = M. tuberculosis BioA enzyme inhibitors, primary screen, biochemical, plate reader, single point, HTS. 7,8-diaminopelargonic acid synthase BioA (Mycobacterium tuberculosis). purified M. tuberculosis BioA enzyme. AID 602481, 2012. inhibition, % at 9.99 µM. hit rate 0.096% among 360,000; in the data active means inhibition above about 40%; inconclusive means no clear call, values can overlap the other calls
FBA Mtb inh = Mtb FBA enzyme inhibitors, primary screen, biochemical, fluorescence, strain H37Rv | purified M. tuberculosis FBA, fluorescence read-out | Fructose-bisphosphate aldolase (Mycobacterium tuberculosis (strain ATCC 25618 / H37Rv)), … | inhibition, % at 1 µM | hit rate 2.3% among 360,000; in the data active means inhibition above about 27%;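 further: 0% = vehicle and 100% = reference inhibitor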
Target sequence (P9WQA3 whole entry, looked up): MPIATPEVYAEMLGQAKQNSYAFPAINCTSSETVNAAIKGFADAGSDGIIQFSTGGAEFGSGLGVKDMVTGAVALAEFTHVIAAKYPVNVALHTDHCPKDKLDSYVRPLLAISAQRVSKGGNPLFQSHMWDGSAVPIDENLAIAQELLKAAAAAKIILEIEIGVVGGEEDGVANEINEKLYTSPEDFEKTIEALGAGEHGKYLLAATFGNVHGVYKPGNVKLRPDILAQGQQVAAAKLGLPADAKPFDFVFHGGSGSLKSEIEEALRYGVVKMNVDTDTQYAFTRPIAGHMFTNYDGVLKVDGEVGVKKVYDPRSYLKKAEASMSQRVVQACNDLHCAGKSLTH
Yp Topo-I inh = Yersinia pestis topoisomerase I inhibitors, primary screen, biochemical, cleavage product accumulation, plate reader, single point; DNA topoisomerase I (Yersinia pestis CO92); Y. pestis Topo-I cleavage product accumulation; activity, % at 10 µM; hit rate 0.064% among 360,000; AID 504884, 2011; in the data active means activity above about 50%, passing the limit was not always enough; inconclusive means no clear call, values can overlap the other calls; further: inactives centre near 2
The depositor's hits bear a star; i = inactive; ? = inconclusive; / = not tested or not shown.

SMILES	PfHsp40 yeast	Mtb UGM inh	BH1578 lux ind	FadD28 binding	TcdB GH inh	GDH-TPI inh	Mtb BioA inh	FBA Mtb inh	Yp Topo-I inh
COCc1cc(C)nc2sc(C(=O)Nc3ccc(C(=O)OC)cc3)c(N)c12	-1.2	0.6	-0.7	-3.1	0.5	7	-2.3	1	10
Cn1c(SCC(=O)N2CCN(c3ccccc3)CC2)nnc1-c1cc2ccccc2o1	-0.8	-1.4	i	-2.0	/	6	0.2	2	0
COc1cccc(C(=O)N/N=C/C(Br)=C/c2ccccc2)c1	-0.5	-1.4	-1.3	0.5	/	40*	-5.3	2	-5
COc1cnn(-c2cccc(Cl)c2)c(=O)c1Cl	-0.6	-1.9	-0.4	-1.6	-0.1	5	/	1	3
FC(F)(F)c1nnc2ccc(N3CCCC3)nn12	-1.2	0.8	3.8	-2.2	/	10	-2.8	2	-4
CCOC(=O)COc1ccc(S(=O)(=O)N2CCN(c3ccc(OC)cc3)CC2)cc1	0.1	2.7	0.2	2.0	1.8	0	/	8	6
CC1CCCN(C(=O)C2CCN(S(=O)(=O)c3cccc4nonc34)CC2)C1 (centres undefined)	-0.5	2.0	-0.3	-0.6	-0.3	4	-0.6	-4	-8
CCOc1cccc(-c2nn3c(-c4cc(C)[nH]n4)nnc3s2)c1	0.0	0.5	0.4	-6.6	/	-10	-0.1	1	0
CCOC(=O)c1c(C)oc(=O)c(CC)c1O	/	/	0.7	-1.1	-0.1	3	-0.9	4	7
CCn1c(CNC(=O)c2ccc(Cl)cc2)nnc1SCC(=O)N1CCOCC1	-1.5	-0.7	0.8	-1.6	1.0	2	6.7	0	-3
CCCNC(=O)c1ccc(CN2CCc3ccccc3C2)cc1	-1.0	3.5	-0.4	-3.5	/	-3	0.5	-4	0
CC1(C)C2CC=C(CN3CCOCC3)C1C2 (centres undefined)	-1.0	0.4	i	-3.2	-0.7	5	0.1	-2	8
COCCn1c(SCC(=O)Nc2ccccc2OC)nc2ccccc21	1.0	-5.9	1.1	-0.9	1.7	-2	/	-1	14
COC(=O)[C@H](Cc1ccccc1)NC(=O)N1CCCCCC1	-0.6	-0.7	i	-3.1	1.2	9	0.5	-3	1
C/C(=N\NC(=O)c1cccnc1)c1nnn(-c2nonc2N)c1C	0.1	-1.2	-0.3	-2.8	2.2	-12	/	3	3
O=C(NNc1c(Cl)cccc1Cl)c1c(F)cccc1Cl	-0.6	0.3	0.4	-2.1	0.5	-8	-0.2	3	1
COC(=O)c1ccc(-c2ccc(/C=N/NC(=O)CC3(C)OCCCO3)o2)cc1	0.5	-1.2	0.0	-4.1	1.2	23	0.3	34*	2
CC(C)C(=O)Nc1ccc(NC(=S)NC(=O)c2ccc([N+](=O)[O-])cc2)cc1	0.7	-2.5	-0.1	0.5	/	1	-1.4	-1	-3
CCc1ccc(S(=O)(=O)NCc2csc(C)n2)cc1	-0.9	-1.6	i	1.1	-0.1	7	-2.3	34*	-5
Cc1ccc(C)c(NC(=O)CN(C)C(=O)COc2cccc3c2OC(C)(C)C3)c1	-0.5	-2.5	-2.5	-2.7	1.8	-10	1.0	-2	4
COCCn1nnnc1C(c1ccccn1)N1CCN(c2cc(Cl)ccc2C)CC1 (centres undefined)	-0.5	-2.5	i	-0.2	/	1	-0.9	2	-4
Cc1ccc(CNC(=O)C2CCN(S(=O)(=O)c3ccc4c(c3)CC(C)N4C(=O)C3CCC3)CC2)o1 (centres undefined)	-0.2	0.0	i	-2.6	-1.1	-3	-1.2	-1	22
COc1cc2[nH]c(=O)n(Cc3ccc(C(=O)NCC4CCCO4)cc3)c(=O)c2cc1OC (centres undefined)	-1.4	0.7	1.6	-4.3	/	6	-1.4	5	-8
CCOc1ccccc1/C=N/Nc1cc(C)nc2ccc(C)cc12	1.4	2.9	0.2	-3.2	-9.3	-5	0.1	23	22
CCOC(=O)C1=CCN(S(=O)(=O)c2ccc(F)cc2)C1c1cccc(Cl)c1 (centres undefined)	/	/	/	-1.8	2.2	/	-2.1	2	/

Next section:
SMILES	PfHsp40 yeast	Mtb UGM inh	BH1578 lux ind	FadD28 binding	TcdB GH inh	GDH-TPI inh	Mtb BioA inh	FBA Mtb inh	Yp Topo-I inh
CCOC(=O)C1CCCN(C(=O)CCCn2nc(C)n3c(cc4sccc43)c2=O)C1 (centres undefined)	0.2	-0.9	-0.3	-2.6	-0.7	-2	7.0	0	6
COC(=O)Cn1c(CCC(=O)O)ccc1-c1ccccc1	-0.2	-0.1	-0.1	0.6	0.9	5	0.4	21	2
Cc1ccc(S(=O)(=O)N2CCCCC2CCNC(=O)C(=O)NCc2ccccc2)cc1 (centres undefined)	-0.9	/	1.9	0.4	-1.9	10	-1.0	1	31
COc1ccc(-c2nc(CS(=O)CC(=O)NCCc3ccc(C)cc3)c(C)o2)cc1OC (centres undefined)	4.6	0.7	-0.4	-3.5	-0.6	-3	0.2	2	18
COC(=O)c1sc(NC(=O)COC(=O)C2CCC2)c(C(=O)OC)c1C	-1.5	/	i	-5.1	2.4	-1	-2.4	-2	8
CC(=O)Oc1ccc(-c2cccc(C(=O)N(C)c3ccc(O)cc3)c2)cc1	1.4	-1.8	i	0.1	5.9	8	/	5	9
COc1ccc(N(Cc2cc(=O)[nH]c3ccccc23)C(=O)C(C)C)cc1	1.0	-0.1	-0.8	-0.7	0.7	14	0.1	2	18
O=C(COC(=O)c1cccs1)NCC1CCCCC1	2.2	1.4	-0.3	-3.8	0.4	2	/	-1	-2
O=C(Nc1nnc(CCN2CCOCC2)s1)C1CCCCC1	1.8	-0.5	3.2	-1.0	/	0	-0.6	-1	-6
C=CCn1c(C(C)NC(=O)c2cccc(C)c2)n[nH]c1=S (centres undefined)	-0.8	-0.5	-0.3	3.9	-7.4	10	/	2	-11
CCN1CCN(CC(=O)N/N=C/c2ccc(F)cc2F)CC1	0.5	1.8	-0.2	-2.4	/	-6	0.3	11	-2
O=C(COC(=O)c1ccc([N+](=O)[O-])o1)Nc1cccc(S(=O)(=O)N2CCCCC2)c1	0.3	0.2	i	-0.6	1.3	5	-0.9	-2	-1
COc1ccccc1NS(=O)(=O)c1cc(NC(=O)c2[nH]c(C)c(C(C)=O)c2C)ccc1N1CCOCC1	0.1	5.2	-0.5	-3.5	0.9	14	/	1	-7
CCOP(=O)(OCC)C(Nc1ccc(C)cc1)c1ccco1 (centres undefined)	-0.4	-0.1	-0.3	-1.0	0.3	-2	-0.9	2	8
Cc1ccc(/C=N/NC(=O)c2csc(C)c2)o1	-1.1	-1.7	-0.2	-4.3	/	20	0.1	0	0
O=[N+]([O-])c1ccc(Cl)c(/C=N/n2c(C3CCCCC3)n[nH]c2=S)c1	-0.3	-0.8	-0.3	-0.8	/	2	/	0	8
CNC(=O)/C=C/c1cccc(C(F)(F)F)c1	-0.5	-1.9	0.6	-3.5	0.2	9	/	-2	1
C=CC[C@@H](CC(=O)N[C@H](CO)Cc1ccccc1)C(=O)N[C@H](C)COC(=O)[C@@H](CC=C)Cc1ccc(F)cc1	2.4	-1.7	i	-4.8	-2.4	3	-0.8	-2	29
S=C(NCc1ccc(Cl)cc1)Nc1ccncc1	-0.3	3.0	i	-4.3	-4.4	3	0.9	-1	2
O=C(CNC(=O)c1cccs1)Nc1ncccc1O	0.1	2.4	0.9	-2.3	0.5	-4	0.2	1	-5
OCC1OC(n2nnc3ccccc32)C(O)C(O)C1O (centres undefined)	-1.0	4.2	-0.4	-4.4	/	-4	-0.1	2	2
CCOc1ccc(C(=O)Nc2ccccc2N2CCN(C(=O)c3ccccc3)CC2)cc1[N+](=O)[O-]	0.1	-1.4	2.9	-2.4	2.7	8	-0.9	1	17
Cc1cc(NC(=O)c2c(Cl)c(C)nn2C)no1	0.4	0.0	i	-3.2	/	0	-2.8	4	-4
CCC(C)NC(=O)Cn1c(=O)n(-c2ccc(OC)cc2)c(=O)c2ccc(C(=O)NCc3ccc(C)cc3)cc21 (centres undefined)	-0.1	-2.0	i	0.2	0.6	8	0.1	1	9
Cc1ccc(SCc2c(-c3ccccc3)nn(C)c2Cl)cc1	-0.1	3.0	i	-0.9	/	2	-0.2	1	-1

Part of the list above, as labelled records:
> COC(=O)Cn1c(CCC(=O)O)ccc1-c1ccccc1
  PfHsp40 yeast: -0.2; Mtb UGM inh: -0.1; BH1578 lux ind: -0.1; FadD28 binding: 0.6; TcdB GH inh: 0.9; GDH-TPI inh: 5; Mtb BioA inh: 0.4; FBA Mtb inh: 21; Yp Topo-I inh: 2

> C=CC[C@@H](CC(=O)N[C@H](CO)Cc1ccccc1)C(=O)N[C@H](C)COC(=O)[C@@H](CC=C)Cc1ccc(F)cc1
  PfHsp40 yeast: 2.4; Mtb UGM inh: -1.7; BH1578 lux ind: i; FadD28 binding: -4.8; TcdB GH inh: -2.4; GDH-TPI inh: 3; Mtb BioA inh: -0.8; FBA Mtb inh: -2; Yp Topo-I inh: 29

Next entries follow.
SMILES	PfHsp40 yeast	Mtb UGM inh	BH1578 lux ind	FadD28 binding	TcdB GH inh	GDH-TPI inh	Mtb BioA inh	FBA Mtb inh	Yp Topo-I inh
Cc1ccc(C(=O)/C=C/c2ccc(Br)cc2)o1	3.6	0.7	-3.8	-2.6	/	18	0.6	-4	5
O=c1nc(N2CCCCC2)nc2n1CCO2	-1.3	0.8	-25	-0.7	/	-3	-3.1	-1	-1
COc1ccccc1CCNC(C)CCc1ccc(O)cc1 (centres undefined)	1.7	-3.2	i	-3.7	0.8	6	0.1	0	0
O=C(Nc1ncn[nH]1)c1ccc(Cl)cc1Cl	0.2	-2.6	-0.4	-4.5	-8.8	-9	/	-2	-3
CC(C)N1CCC(N2CCN(CCCn3cccn3)CC2CCO)CC1 (centres undefined)	-0.6	0.5	-0.2	0.5	-1.7	1	-3.0	1	-5
CC(C)[C@H](NC(=O)NCc1ccc(F)cc1)C(=O)O	-1.6	-0.5	-0.3	-2.4	0.8	-1	-0.7	-1	-8
O=C(NCCNC(=O)c1cc(Cl)ccc1Cl)c1ccco1	0.2	0.0	-0.4	-2.6	-1.1	-7	-2.1	-1	2
COc1cc(CNC(=O)c2cc(-c3ccc(F)cc3OC)n[nH]2)cc(OC)c1	/	/	i	-4.1	0.5	11	-0.9	5	6
Cc1oc(-c2ccccc2Cl)nc1CSc1nc2c(c(=O)[nH]1)CCCC2	1.4	-1.3	-0.5	0.6	0.7	3	/	1	10
COCCOC(=O)c1[nH]c2c(c1C)C(=O)CC(c1ccc(OC)c(OC)c1)C2 (centres undefined)	-1.0	1.5	-0.6	0.3	2.9	0	2.1	0	2
CC(NC(=S)NCc1ccc(F)cc1)C12CC3CC(CC(C3)C1)C2 (centres undefined)	157*	-1.9	-0.3	-2.7	-0.5	-5	/	1	-4
Cc1ccc(C(=O)OCc2cc3ccccc3[nH]c2=O)cc1	0.4	2.0	0.7	-2.3	-0.5	16	0.1	4	7
CCOC(=O)c1c(CN2CCOCC2)oc2ccc(OC(C)=O)cc12	-1.4	-1.1	i	-3.6	2.3	-7	-0.4	-2	6
Nc1c(C(=O)OCC(=O)Nc2cccc([N+](=O)[O-])c2)[nH]c(=O)[nH]c1=O	?	3.1	-5.9	-3.9	1.0	9	0.6	0	-12
O=C(COc1ccc2c(c1)OCO2)Nc1nncs1	-0.2	1.3	2.8	0.0	0.2	-3	-0.6	6	3
CCCCn1c(SCC(=O)Nc2nnc(CC)s2)nc2c1c(=O)n(C)c(=O)n2C	0.2	1.9	i	-3.3	/	7	-0.5	-4	-9
CCCCn1c(NCCO)nc2ccccc21	0.1	-0.2	-0.3	-1.0	2.1	1	-0.1	7	5
